# PI4K2A block: inhibitors of human PI4K2A | activity change, negative = inhibition, % at 76.9 µM | Q9BTU6 | purified PI4K2A, ADP-Glo luminescence, 1 h; stronger effect = lower value | hit rate 0.13% among 420,000; in the data active means activity change below about -50%; inconclusive means mostly about -30% to -49%;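 further: -100% = wells without enzyme as full effect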
# Target sequence (Q9BTU6 whole entry, looked up): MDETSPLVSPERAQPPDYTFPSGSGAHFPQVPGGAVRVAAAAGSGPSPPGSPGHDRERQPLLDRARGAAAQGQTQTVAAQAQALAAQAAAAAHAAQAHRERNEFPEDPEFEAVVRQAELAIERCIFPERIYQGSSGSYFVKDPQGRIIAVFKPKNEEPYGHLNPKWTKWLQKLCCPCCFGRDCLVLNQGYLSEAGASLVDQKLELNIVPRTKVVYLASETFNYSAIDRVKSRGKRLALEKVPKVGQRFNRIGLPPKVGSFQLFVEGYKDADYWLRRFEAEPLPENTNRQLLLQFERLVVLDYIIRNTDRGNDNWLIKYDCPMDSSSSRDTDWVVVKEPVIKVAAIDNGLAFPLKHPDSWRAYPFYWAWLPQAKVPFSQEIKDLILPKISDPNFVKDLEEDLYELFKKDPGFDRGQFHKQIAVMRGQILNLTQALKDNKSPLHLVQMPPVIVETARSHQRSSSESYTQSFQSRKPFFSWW
#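 ADP-Glo luminescence measured ADP generated by PI4K2A enzyme (4 ug/mL before mixing) with 1.2 mM PI substrate (pre-mix) and 300 microM ATP (pre-mix). Tris pH7.5 buffer with MgCl2, Triton X-100; 1 h reaction at ambient temperature.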
# JMJD2A Tudor inh: inhibitors of human JMJD2A Tudor domain. hit rate 4.4% among 390,000. Potency, µM (top dose mostly 114 µM), for inactives: top-dose activity change, negative = inhibition, most hits filed as inhibitors. AlphaScreen JMJD2A-Tudor / H3K4me3 peptide binding. AID 504339. O75164; further: potency means the concentration at half of the fitted maximal effect; on the % scale 0 is the no-effect control and ±100 the full control effect; nearly all actives have a fitted effect of over 50% in size
# HP1b chromo inh: HP1-beta chromodomain-methylated histone interaction inhibition; P83916; AlphaScreen HP1-beta / biotin-H3K9me3 peptide binding; Potency, µM (doses to about 114 µM), without a hit: at the highest dose activity change, negative = inhibition, most hits filed as inhibitors; hit rate 0.56% among 390,000; AID 540317; further: potency means the concentration at half of the fitted maximal effect; nearly all actives have a fitted effect of over 70% in size; inactives centre near 23
# Target sequence (P83916 whole entry, looked up): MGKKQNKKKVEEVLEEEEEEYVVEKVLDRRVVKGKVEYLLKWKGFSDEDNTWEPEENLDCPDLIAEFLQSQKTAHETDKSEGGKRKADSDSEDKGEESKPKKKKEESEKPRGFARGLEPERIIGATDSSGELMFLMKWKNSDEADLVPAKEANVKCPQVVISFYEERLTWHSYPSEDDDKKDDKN
#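 HP1-beta protein (50 nM final) preincubated 30 min at room temperature with biotinylated H3(1-18)K9me3 peptide (50 nM) in PBS pH 7.4, 0.01% Tween-20, then compound added for 30 min. AlphaScreen streptavidin donor/nickel chelate acceptor beads (10 ug/mL final), 30 min dark, luminescence read.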
# RGS4 inhibitor: inhibitors of human regulator of G protein signaling 4. P49798. Transcreener GDP fluorescence polarization, RGS4-accelerated GTP hydrolysis. Potency, µM (series often up to 114 µM), without a hit: at the highest dose activity change, negative = inhibition, actives largely listed as inhibitors. hit rate 0.039% among 390,000. AID 504845; further: potency means the concentration at half of the fitted maximal effect; on the % scale 0 is the no-effect control and ±100 the full control effect; nearly all actives have a fitted effect of over 75% in size; some results filed as inactive show a strong effect at the top dose
# Target sequence (P49798 whole entry, looked up): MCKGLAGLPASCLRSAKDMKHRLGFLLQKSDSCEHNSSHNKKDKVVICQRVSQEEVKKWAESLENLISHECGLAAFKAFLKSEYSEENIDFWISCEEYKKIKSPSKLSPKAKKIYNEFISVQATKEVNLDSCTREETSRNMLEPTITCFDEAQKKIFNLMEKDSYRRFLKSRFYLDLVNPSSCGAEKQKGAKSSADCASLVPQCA
#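 MLSMR compounds (23 nl, pin-transferred) preincubated 10 min at room temperature with a 500nM (2x) first reagent, then RGS4 at 900nM (2x) plus Transcreener GDP mix added; fluorescence polarization (620/688 nm) read before and after 90 min at 30 °C.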
# BAZ2B block: blocks human BAZ2B; AlphaScreen BAZ2B-H3K14Ac peptide displacement; AID 504333; hit rate 4.4% among 360,000; Q9UIF8; Potency, µM (titrated, usually from 114 µM), without a hit: at the highest dose activity change, negative = inhibition, most hits filed as inhibitors; further: potency means the concentration at half of the fitted maximal effect; on the % scale 0 is the no-effect control and ±100 the full control effect; nearly all actives have a fitted effect of over 60% in size
#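 AlphaScreen luminescence quantifies BAZ2B engagement of H3K14Ac peptide; the protein and biotinylated peptide are both at 50 nM final, buffer PBS pH 7.4 with 0.01% Tween-20, all steps at room temperature.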
# G9a block: blocks human histone lysine methyltransferase G9a; Q96KQ7; G9a H3K9 monomethylation, AlphaScreen, 2 h; Potency, µM (titrated, usually from 102 µM), for the others: at the highest dose activity, negative = inhibition, usual class: inhibitors; hit rate 8.8% among 350,000; further: potency means the concentration at half of the fitted maximal effect; on the % scale 0 is the no-effect control and ±100 the full control effect; nearly all actives have a fitted effect of over 75% in size
#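 Chemiluminescent proximity detection of H3K9 monomethylation, read after 10 min bead incubation in the dark. Reaction: 20 nM G9a, 500 nM biotin-H3K9 peptide, 20 uM SAM cofactor, 2 h, room temperature, following 15 min enzyme-compound preincubation.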
# GLS inh: inhibitors of human glutaminase (GLS); O94925; GLS enzymatic activity, qHTS titration; Potency, µM (series often up to 45.5 µM), for inactives: at the highest dose activity change, negative = inhibition, usual class: inhibitors; hit rate 0.21% among 410,000; further: potency means the concentration at half of the fitted maximal effect; on the % scale 0 is the no-effect control and ±100 the full control effect
#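 Glutamate formation by hKGA was monitored fluorometrically using coupled glutamate oxidase, HRP and Amplex Red. Substrate was added as 1 mM L-glutamine solution; incubation was 30 min at RT after an initial read.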
# ALOX12 inh: ALOX12 (human) lipoxygenase inhibition; purified 12hLO, xylenol orange hydroperoxide absorbance; Potency, µM (series often up to 108 µM), for the others: at the highest dose activity change, negative = inhibition, usual class: inhibitors; hit rate 1.1% among 580,000; AID 1671190; further: potency means the concentration at half of the fitted maximal effect; on the % scale 0 is the no-effect control and ±100 the full control effect
#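 Purified human 12hLO at 150 nM in 25 mM Hepes, 0.01% Triton X-100, pH 7.0, preincubated 15 min at room temperature with compound. Reaction started with 40 uM arachidonic acid, 30 min at room temperature. Hydroperoxide measured by Fe-xylenol orange, 573/405 nm absorbance ratio.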
# ERG-DNA inh: inhibitors of human ERG Ets domain-DNA interaction; P11308; fluorescence polarization, His-ERG Ets domain / labelled DNA; Potency, µM (series often up to 76.9 µM), inactives show at the highest dose FP activity, negative = inhibition, usual class: inhibitors; hit rate 0.028% among 370,000; active means well fitted inhibition curve with a large enough effect in the polarisation, with a control signal flat; inconclusive means small, poorly fitted or top-dose-only effect, or effect the other way, or a change in a side signal; inactive means no such curve, though single readings can be large or run the other way; the % refers to the polarisation;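 further: polarization taken with two DNA probes labelled with fluorescein and Texas red; potency means the concentration at half of the fitted maximal effect; % of control where 0% means no effect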
#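 His-tagged ERG Ets domain (1 uM in the protein solution; 300mM KCl, 50mM Tris-HCl, 1mM EDTA, 1mM DTT, pH 7.5) received compound, then a probe mix of 5 nM fluorescein-DNA and 100nM Texas-615-DNA. Fluorescence polarization was read for both dyes.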
# Numbers without * were called inactive; u = inconclusive; x = no result given; [ ] = another dose, or the depositor's remark. Unless noted, the call rests on the fitted dose curve; in most records, active means well fitted curve in the direction sought with a large enough effect; inconclusive means small, poorly fitted or top-dose-only effect, or another doubt; inactive means no such curve, though single readings can be large; an effect the other way counts as inactive or inconclusive. A portion of the library; count on the stated rates, not on these rows.
PI4K2A block	JMJD2A Tudor inh	HP1b chromo inh	RGS4 inhibitor	BAZ2B block	G9a block	GLS inh	ALOX12 inh	ERG-DNA inh	Compound
-1	1%	20%	12%	-10%	-3%[59 µM]	13%	-3%	10%	CC(=O)Nc1ccc(NC(=O)CSc2ccc3nnc(CCNS(=O)(=O)c4ccc(C)cc4)n3n2)cc1
-2	-2%	31%	4%	-18%	6%[59 µM]	-3%	-6%	2%	COc1ccc(C(=O)OCCN2CCCCC2)cc1
4	-12%	15%	-3%	4%	2%[59 µM]	-16%	-7%	1%	COc1ccc(CNC(=O)CN(C)c2nn3c(=O)cc(C)nc3s2)cc1
5	-7%	72%[activator]	-15%	0%	3%	-8%	-2%	-17%	COc1ccc(CNC(=O)C2CCCN(S(=O)(=O)c3c(C)nn(C)c3C)C2)cc1 (stereo not drawn)
-3	-15%	20%	-7%	4%	12%[59 µM]	12%	-25%	0%	COc1cccc(/C=N/NC(=O)CSc2ccccc2C)c1O
-5	-23%	15%	-15%	2%	u	4%	-7%	-2%	CC(C(=O)Nc1ccc2c(c1)OCCO2)N(C)CC(=O)Nc1ccccc1Br (stereo not drawn)
-3	18µM*	-1%	-34%[11.4 µM]	0%	30%[12.7 µM]	u	97%[activator]	-1%	NC(=O)c1c(NC(=O)CN2CCCC2)sc2c1CCCC2
-11	7%	18%[57 µM]	-16%	-8%	18%[2.33 µM]	0%	u	-9%	CCOc1cccc(/C=C/c2ccc3cccc(O)c3n2)c1OC
-2	-2%	24%	-9%	-33%	u	-1%	-8%	x	CC1(C)CC(=O)C(/C=N/c2ccccn2)=C(O)C1
1	-3%	33%	24%	8%	9%[12.7 µM]	-16%	0%[57.4 µM]	-5%	COc1ccc(OC)c(NC(=O)CSc2ccccc2)c1
1	-6%	17%	-4%	-2%	-36%	2%	147%[activator]	7%	CNC(=O)c1nn(-c2ccc(C)cc2)ccc1=O
-4	-8%	37%	-11%	-11%	51%[activator]	-8%	17%	3%	O=C(COc1cc2oc(=O)c3c(c2cc1Cl)CCC3)NCCCN1CCCC1=O
2	-8%	52%[activator]	29%	x	x	2%	0%	-9%	CCCCN1CC(C)(C)Oc2cccc(F)c2S1(=O)=O
-8	-36%	1%	-8%	u	-40%	-1%	-4%	5%	CSCCC(NC(=O)c1ccco1)C(=O)OCc1cc([N+](=O)[O-])cc2c1OCOC2 (stereo not drawn)
2	-20%	11%	-17%	-5%	7%[12.7 µM]	5%	1%	-9%	O=C(Nc1cnccn1)c1csc2ccccc12
-3	u	8%	4%	u	u	7%	0%	0%	CC(C)C[C@H](CO)Nc1nc(N(C)c2cccc(Cl)c2)c2ncn(C(C)C)c2n1
-4	-1%	24%	-20%	0%	3%[59 µM]	-3%	-1%	-17%	CC(=O)c1cccc(NC(=O)COC(=O)c2cccc(N3C(=O)c4ccccc4C3=O)c2)c1
4	2%	38%	-10%	-4%	-28%[59 µM]	-3%	-21%	-5%	COc1ccc(-c2ccc(SCc3ccccn3)nn2)cc1OC
0	-5%	16%	8%	x	x	-4%	0%	1%	Cn1cccc1C(=O)OCC(=O)NCc1cccs1
0	-8%	61%[activator]	-35%	13%	10%	-7%	-22%	-6%	O=C1NC2(CCCCC2)C(=O)N1c1cccc(Cl)c1
-2	6%	41%[activator][57 µM]	0%	x	x	-6%	-1%	10%	O=C(CN1c2cccc3cccc(c23)S1(=O)=O)NCc1ccc(F)cc1
3	-8%	22%	5%	8%	17%[12.7 µM]	-2%	1%	-5%	CC1(c2ccc3c(c2)OCCO3)NC(=O)N(CC(=O)Nc2c(F)cccc2F)C1=O (stereo not drawn)
-3	24%	68%[activator]	-2%	x	x	-1%	-32%	2%	O=S(=O)(c1cccc2ccccc12)N1CCC2CC1c1cc(Cl)ccc12 (stereo not drawn)
3	-9%	10%	-13%	15%	u	2%	-17%	0%	CCc1ccc(NC(=O)c2cc(-c3ccco3)on2)cc1
-6	79µM*	2%	-44%	50µM*	-48%[12.7 µM]	5%	u	14%	COc1ccc(-c2sc(Nc3ccccc3)n[n+]2-c2ccccc2)cc1Br
3	-9%	12%	0%	-4%	11%	6%	-17%	-3%	O=C(OCC1CC(c2ccccc2)=NO1)c1ccc(Br)cc1 (stereo not drawn)
-1	u	-8%	-6%	u	u	6%	-16%	-2%	COc1ccccc1Cn1ccn(Cc2ccc(C)cc2)c(=O)c1=O
-2	1%	80%[activator]	-3%	2%	-1%	u	0%	13%	Cc1cccc(C(=O)Nc2sc(-c3ccccc3)cc2C(=O)O)c1
-1	-31%	17%	-25%	9%	5%[12.7 µM]	12%	0%	1%	C=CCOC(=O)C1=C(C)NC(SCC(=O)N(CC)CC)=C(C#N)C1c1ccccc1 (stereo not drawn)
-11	-9%	31%	-14%	-12%	0%[0.501 µM]	0%	23%	-3%	O=C(NCc1ccc(F)cc1)c1ccc(CS(=O)(=O)Cc2ccccc2F)o1
8	-14%	-16%	19%	x	x	-6%	1%	2%	O=C(COC(=O)c1cc(S(=O)(=O)Nc2ccccc2Cl)ccc1O)Nc1ccc(F)c(F)c1F
3	6%	42%[activator]	12%	24%	2%	3%	21%	5%	CN(Cc1ccccc1)C(=O)CSc1n[nH]c(N)n1
0	-11%	30%	-12%	-1%	-2%[59 µM]	-6%	-9%	-2%	CCc1ccc(OCC(=O)NCc2nc(-c3cccc(C)c3)no2)c(Br)c1
5	-9%	34%	-10%	-2%	6%	-10%	1%	8%	CCOC(=O)[C@@H]1[C@H]2COc3ccc(Br)cc3[C@@H]2N2C(=O)N(c3ccc(C(F)(F)F)cc3)C(=O)[C@]12C
113	-19%	2%	-2%	-3%	0%	-6%	-22%	1%	COCc1nc2oc3ccc(F)cc3c(=O)c2cc1C(=O)OC
0	-8%	33%	-16%	-2%	x	-11%	162%[activator]	7%	C/C(Cc1ccccc1)=N/NC(=O)CNC(=O)C(c1ccccc1)c1ccccc1
5	-10%	40%[activator]	-15%	2%	-3%[12.7 µM]	1%	-13%	4%	CC1CCCC(NC(=O)C2CCN(S(=O)(=O)N3CCC4(CC3)OCCO4)CC2)C1C (stereo not drawn)
-2	-28%	4%	-2%	-35%	-7%[59 µM]	11%	-21%	x	COC(=O)c1ccc(-n2c(C)cc(C(=O)COC(=O)CC3Sc4ccccc4NC3=O)c2C)cc1 (stereo not drawn)
9	-3%	18%	2%	9%	1%[12.7 µM]	-2%	21%	-12%	Cc1cc(/N=C/N(C)C)on1
1	-5%	35%	4%	-1%	9%[12.7 µM]	7%	-23%	-4%	CCCCN(C(=O)CSc1c(C)c(C)cc(C)c1C)c1c(N)n(CCC)c(=O)[nH]c1=O
0	-17%	18%	2%	u	-13%[59 µM]	-1%	-4%	6%	COc1ccc(OC)c(NC(=O)c2ccc(CSc3nnc(C)s3)cc2)c1
0	-25%	23%	0%	-13%	4%	5%	0%	-2%	COc1ccc(CCN2C(=O)C3C4C=CC(C5CC45)C3C2=O)cc1OC (stereo not drawn)
3	u	11%	12%	u	-19%	26%	x	-2%	CSc1ccc(NC(=O)NCCCN2CCN(c3ccccc3F)CC2)cc1
0	-12%	20%	37%	-11%	x	-6%	x	5%	O=C(CCc1ccncc1)NC1CCCc2c1cnn2-c1cc(F)cc(F)c1 (stereo not drawn)
-5	-6%	19%	11%	-9%	u	0%	-2%	-2%	CC(C)C(=O)Nc1c(-c2ccccc2)c(=O)c2ccccc2n1C
-5	-7%	38%[activator]	16%	-20%	2%	6%	3%	7%	N/C(=N\OCc1ccccc1)c1nonc1N
0	-10%	19%	21%	x	x	2%	u	4%	COc1cc(C(=O)C(=O)c2ccc(OC)c(OC)c2)ccc1O
-18	u	3%	12%	u	-31%[59 µM]	-5%	u	4%	CCc1ccc(NC(=O)C2CCCN2S(=O)(=O)c2ccc3nc(-c4ccccc4)[nH]c3c2)cc1 (stereo not drawn)
-1	-11%	6%	0%	1%	u	1%	-7%	3%	COc1ccc(CC(=O)NNC(=O)c2ccco2)cc1
-1	-6%	19%	-27%	x	x	2%	4%	10%	Cc1ccc(C(=O)OCC(=O)NC(C)c2ccccc2)cc1C (stereo not drawn)
2	-14%	-14%	5%	1%	-7%[59 µM]	1%	10%	0%	COc1ccc(CCN(CC(=O)NCc2ccc(F)cc2)C(=O)c2snc(C(N)=O)c2N)cc1OC
5	3%	33%	1%	3%	-11%[59 µM]	-10%	21%	-2%	COc1ccc(C2C(C(=O)NCCN3CCOCC3)c3ccccc3C(=O)N2C2CCCCC2)cc1 (stereo not drawn)

# Part of the list above with just JMJD2A Tudor inh.
structure,JMJD2A Tudor inh
CCOc1cccc(/C=C/c2ccc3cccc(O)c3n2)c1OC,7%
Cc1cc(/N=C/N(C)C)on1,-3%
CC1(C)CC(=O)C(/C=N/c2ccccn2)=C(O)C1,-2%

# Screening data from PubChem BioAssay.
